Screens as filed in PubChem.
p47phox inh: p47phox/p22phox peptide binding inhibitors, primary screen, biochemical, uHTS, NADPH oxidase regulatory subunit | inhibition, % at 24.7 µM | 220,000 compounds, 0.53% hits | fluorescence polarization, 2 h | Neutrophil cytosol factor 1 (Homo sapiens), P14598;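 active means inhibition above about 30%, limit read from the data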;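 further: 0% = p47phox with labelled peptide and 100% = labelled peptide alone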
m-calpain inh: inhibitors of pig calpain II, primary screen, biochemical, fluorogenic peptide substrate, 1536-well; purified calpain II, 30 min; inhibition, % at 16 µM; 220,000 compounds, 0.37% hits;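 active means inhibition above about 50%, limit read from the data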
Runt-CBFb FRET: inhibitors of RUNX1 Runt–CBFb binding, primary screen, biochemical, FRET, Cerulean-Runt, Venus-CBFb, uHTS; Runt-related transcription factor 1 (Homo sapiens) + Core-binding factor subunit beta …; Cerulean-Runt/Venus-CBFb FRET ratio 530/480, 1 h; inhibition, % at 20 µM; 220,000 compounds, 0.46% hits;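 active means inhibition over about 50% at 20 µM in the single-dose screen, limit read from the data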;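 further: 0% = DMSO wells and 100% = excess unlabeled CBFb competitor control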
Target sequence (Q01196 whole entry, looked up): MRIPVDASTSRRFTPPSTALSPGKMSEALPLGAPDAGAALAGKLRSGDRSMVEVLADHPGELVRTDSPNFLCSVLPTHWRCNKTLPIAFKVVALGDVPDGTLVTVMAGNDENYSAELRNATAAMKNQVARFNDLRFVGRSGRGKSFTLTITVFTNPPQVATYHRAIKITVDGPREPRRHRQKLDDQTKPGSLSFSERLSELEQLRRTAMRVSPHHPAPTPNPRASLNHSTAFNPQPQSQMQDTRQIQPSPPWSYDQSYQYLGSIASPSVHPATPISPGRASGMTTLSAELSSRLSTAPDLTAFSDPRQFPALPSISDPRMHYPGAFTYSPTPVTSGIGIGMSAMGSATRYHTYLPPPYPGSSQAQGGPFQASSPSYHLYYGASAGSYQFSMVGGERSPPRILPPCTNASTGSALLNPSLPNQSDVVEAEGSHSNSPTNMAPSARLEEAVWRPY
Target sequence (Q13951 whole entry, looked up): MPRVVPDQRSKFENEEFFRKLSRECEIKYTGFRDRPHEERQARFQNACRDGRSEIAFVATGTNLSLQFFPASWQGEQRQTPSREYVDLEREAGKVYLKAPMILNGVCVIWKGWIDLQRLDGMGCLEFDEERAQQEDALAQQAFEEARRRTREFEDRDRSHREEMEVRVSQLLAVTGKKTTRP
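Measured by: fluorescence energy transfer, 422 nm excitation, 530/480 nm emission; test system: Cerulean-tagged RUNX1 Runt domain (FRET donor) fusion protein; buffer or medium: Tris pH 7.5 buffer with BSA; compound: one dose, 20 µM compound, 1% DMSO; times: two 1 h room-temperature incubations shielded from light; benchmarks: unlabeled CBFb 5 µM, positive control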
RBBP9 inh: human RBBP9 inhibitors, primary screen, biochemical, fluorescence polarization, FP-Rh probe, HTS | AID 1515, 2009 | 220,000 compounds, 0.2% hits | inhibition, % at 7.94 µM | Serine hydrolase RBBP9 (Homo sapiens), O75884 | recombinant RBBP9;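 active means inhibition above the campaign mean of all tested compounds plus 3 SD, cut at about 14% in these data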;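 further: plate controls were DMSO wells with RBBP9 for no effect and wells lacking RBBP9 protein for full effect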
Target sequence (O75884 whole entry, looked up): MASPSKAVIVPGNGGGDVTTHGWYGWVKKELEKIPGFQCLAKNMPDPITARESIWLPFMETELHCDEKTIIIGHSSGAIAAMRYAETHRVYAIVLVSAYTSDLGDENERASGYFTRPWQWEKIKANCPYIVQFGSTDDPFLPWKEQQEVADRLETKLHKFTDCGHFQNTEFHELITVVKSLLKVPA
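Measured by: FP readout at 525/598 nm; material: recombinant human RBBP9; also added: Serine-hydrolase probe FP-Rh, 375 nM pre-mixing; medium: Tris buffer pH 8.0, NaCl, Pluronic; replication: one well per compound; doses: one concentration, 7.94 µM nominal, 0.794% DMSO; timing: preincubation 30 min plus labeling 45 min at 25 °C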
Furin inhibitor: human furin inhibitors, primary screen, biochemical, fluorescence intensity. purified furin, fluorogenic substrate cleavage. inhibition, % at 30 µM. 220,000 compounds, 0.061% hits; in the data active means inhibition above about 25%; further: inactives centre near -15
Runt-SMMHC FRET: inhibitors of RUNX1 Runt–CBFb-SMMHC binding, primary screen, biochemical, FRET, Cerulean-Runt, Venus-CBFb-SMMHC, uHTS; Runt-related transcription factor 1 (Homo sapiens) + Core-binding factor subunit beta …; 220,000 compounds, 0.74% hits; Cerulean-Runt/Venus-CBFb-SMMHC FRET ratio 530/480, 1 h; inhibition, % at 20 µM;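 active means mean inhibition across duplicate retests at 20 µM reaching about 50%, limit read from the data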;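 further: 0% = DMSO wells and 100% = wells with excess untagged CBFb-SMMHC; inhibitors lower the FRET ratio by blocking Runt binding to CBFb-SMMHC; some results filed as inactive read as strong as hits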
Tb hexokinase: Trypanosoma brucei hexokinase 1 inhibitors, primary screen, biochemical, G6PDH-coupled NADH absorbance, MLSCN library | hexokinase 1 [Trypanosoma brucei] | recombinant TbHK1, G6PDH-coupled NADH A340 | inhibition, % at 10 µM | 220,000 compounds, 0.11% hits;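 active means inhibition of 50% or more in the single-dose primary screen; inactive means inhibition below 50%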
p97 ATPase inh: inhibitors of human p97 ATPase, primary screen, biochemical; 220,000 compounds, 0.42% hits; AID 1481, 2009; recombinant p97 ATPase, Kinase-Glo ATP luminescence, 3 h; Transitional endoplasmic reticulum ATPase (Homo sapiens), P55072; inhibition, % at 8 µM; in the data active means inhibition above about 15%;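 further: 0% = DMSO vehicle and 100% = wells lacking enzyme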
EBV gp42 block: Epstein-Barr virus gp42 inhibitors, primary screen, biochemical, uHTS, fluorescence polarization. Glycoprotein 42 (Epstein-Barr virus (strain AG876)), Q1HVG2. Fluorescence polarization binding assay, mP read-out. inhibition, % (tested at 21.74 µM). 220,000 compounds, 0.42% hits. AID 1085, 2008; in the data active means inhibition above about 50%
Target sequence (Q1HVG2 whole entry, looked up): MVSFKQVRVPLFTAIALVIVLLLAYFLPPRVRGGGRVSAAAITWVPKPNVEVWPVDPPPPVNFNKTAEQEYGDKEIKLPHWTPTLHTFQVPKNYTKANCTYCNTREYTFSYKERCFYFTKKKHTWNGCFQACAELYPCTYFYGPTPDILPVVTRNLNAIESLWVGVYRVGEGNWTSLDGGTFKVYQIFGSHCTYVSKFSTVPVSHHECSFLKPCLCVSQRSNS
* = called active by the depositor; i = inactive; . = not tested or not shown; [ ] = another dose, or the depositor's remark.

SMILES	p47phox inh	m-calpain inh	Runt-CBFb FRET	RBBP9 inh	Furin inhibitor	Runt-SMMHC FRET	Tb hexokinase	p97 ATPase inh	EBV gp42 block
Cn1c(=O)[nH]c(=O)c2c1nc(N1CCCCC1)n2C/C=N/NC(=O)c1cc(Br)ccc1O	-8	-55	2	-2	-27	0	-14	8	-8
Cc1ccc(CNC(=O)CN(C)S(=O)(=O)c2cccc3nsnc23)cc1	-2	-37	0	-5	-10	10	23	-1	-16
COc1ccc(N(C(=O)c2ccco2)C(C(=O)NC2CCCCC2)c2cccs2)cc1OC (stereo not drawn)	-1	-8	1	-7	-21[20 µM]	6	11	-5	0
O=c1[nH]c(S)nc2sc3c(c12)CCCC3	0	-9	13	-11	-22	7	-19	2	-13
CCOC(=O)CCC(NC(=O)c1ccc(NCN2C(=O)c3ccccc3C2=O)cc1)C(=O)OCC (stereo not drawn)	-18	-5	-4	-10	-17	0	-6	-2	-13
COCCn1c(SCC(=O)Nc2sc(C)c(C)c2C#N)nnc1-c1ccc(OC)cc1	-3	-6	-2	3	-1	-2	45	-5	-16
CCS(=O)(=O)N1CCC(C(=O)O)CC1	-2	-20	0	8	-5	0	2	6	-3
CSc1ncccc1C(=O)Nc1ccc(S(=O)(=O)NC2=NCCCCC2)cc1	-11	-12	1	0	-25	0	-7	-2	-3
CCOc1cc(NC(=O)c2cnccn2)c(OCC)cc1NC(=O)c1ccc(C)cc1	.	.	.	-3	-8[20 µM]	.	-8	4	.
Oc1ccccc1-c1cc(-c2ccco2)[nH]n1	-7	-12	35	-4	-17[20 µM]	19	-3	2	-2
CCC(NC(=S)NCc1ccccc1)C(=O)O (stereo not drawn)	-3	-8	1	2	-5[20 µM]	-1	-4	1	-2
O=C(CCCc1nc(-c2ccccc2)no1)NCc1cccnc1	-13	-59	-1	-9	-15	0	-3	5	-21
COCCCNC(=O)c1ccc(-c2csc(C)n2)cc1	-4	-24	-2	-3	-23	1	-4	1	-22
Cc1ccc(C)c(OCC(O)CN2C(C)CCCC2C)c1 (stereo not drawn)	-19	13	-1	-4	-15[20 µM]	1	-3	0	1
Cc1cc2c(c(=O)n1CCN(C)C)C(c1ccccc1Br)C(C#N)=C(N)O2 (stereo not drawn)	-8	-13	5	-8	-24	11	10	6	-27
CCc1c(C)nc2c(Br)cccc2c1SCCC#N	0	21	-4	-7	-19	-1	-5	-2	6
COc1cc(OC)c(S(=O)(=O)NC(C)C)cc1S(=O)(=O)NC(C)C	-1	1	0	-4	-17	2	-1	0	-20
Cc1cc(C)cc(-n2cc[nH]c2=S)c1	-10	-6	15	1	-19	9	-1	5	-14
CN1CC(C(=O)O)Cc2c1ccc1ccccc21 (stereo not drawn)	0	-336	4	5	-42	19	-30	4	-6
COc1ccc(CCN(C)C(=O)C2CCN(Cc3ccc(C)cc3)CC2)cc1OC	-3	-14	0	2	-24	2	2	-2	-9
CC1Oc2ccccc2N(CC(=O)N2CCc3ccccc32)C1=O (stereo not drawn)	-13	1	2	-4	-19[20 µM]	2	0	-4	-15
CCOC(=O)c1cc2c(=O)n3cccc(C)c3nc2n(CC2CCCO2)c1=NC(C)=O (stereo not drawn)	.	.	.	1	-64[20 µM]	.	-11	-2	.
Cc1ccc(C(=O)OC(C(=O)Nc2ccc(Cl)cc2C(F)(F)F)c2ccccc2)cc1 (stereo not drawn)	6	16	-2	-8	-9	-5	31	-1	-15
O=C(c1ccc(F)cc1)C(CCCCCC(CN1CCOCC1)C(=O)c1ccc(F)cc1)CN1CCOCC1 (stereo not drawn)	0	-46	0	-7	1[20 µM]	-2	-12	-9	-5
Cc1nc(SCCCSc2n[nH]c(C)n2)n[nH]1	0	22	-3	-2	-41[20 µM]	-1	4	2	-4
Cc1c(C)c2ccc(OCc3ccc(C(=O)O)o3)c(C)c2oc1=O	3	-332	9	7	-38	7	-13	8	-12
COc1ccc(N(C)S(=O)(=O)c2c(C)[nH]c(=O)[nH]c2=O)c(OC)c1	-9	2	-2	2	-21	-6	5	4	-24
CC(C)C(NC(=O)OCc1ccccc1)C(=O)NC1CCCCC1 (stereo not drawn)	-12	22	-2	-7	-21	4	17	0	-5
O=C(N/N=C/C=C/c1ccco1)c1cccc([N+](=O)[O-])c1	-9	-2	10	-5	-3	-4	-5	6	4
O=C1/C(=C/c2ccc([N+](=O)[O-])cc2)C=C(c2ccccc2)N1c1ccc(O)cc1	56*	6	0	0	-22[20 µM]	-9	-6	7	5
CCOC(=O)c1sc2nc(CC(=O)OC)nc(NCC(=O)OC)c2c1C	1	-165	-4	-6	-56	-11	-6	0	-3
Cc1cc(S(=O)(=O)Nc2ccc3c(c2)n(C)c(=O)n3C)ccc1F	17	-19	-44	3	-20	-50	-5	0	-3
COCc1cc(C)nc(N/N=C/c2ccc(-c3ccc(C(=O)O)c(Cl)c3)o2)c1C#N	-6	-34	0	-3	-9	-3	-31	1	-4
O=C(C1=C(O)C(=O)N(CCc2ccccc2)C1c1ccncc1)c1cc2ccccc2o1 (stereo not drawn)	-8	-108	5	-7	-19	-1	-11	6	-8
Cc1nc2cc(CO)ccc2n1C	-1	-30	2	-7	-13[20 µM]	9	5	-2	-12
CC(=O)N1CCc2cc(S(=O)(=O)N3CCOCC3)ccc21	2	10	2	-6	-10[20 µM]	3	-3	-2	0
Cc1cc(C)nc(N2CCC(C(=O)NC3CCCc4ccccc43)CC2)n1 (stereo not drawn)	-2	0	1	-7	-15	-1	-2	-1	-15
Cc1cccc(NC(=O)NCc2ccc3c(c2)OCO3)c1C	-6	-12	-3	5	-22	-3	-12	6	-14
CN(C)C(=O)c1cc([N+](=O)[O-])cc([N+](=O)[O-])c1N(C)C	2	11	2	-3	-11[20 µM]	-1	-13	4	-19
Cc1ccc2nc(NC(=O)c3ccc(-c4nc5ccccc5s4)s3)sc2c1	17	-61	-7	-2	-1	-76	-8	4	-83
CCn1c(CCNC(=O)c2ccccc2Cl)n[nH]c1=S	-10	12	1	-8	8[20 µM]	0	5	-3	-6
O=C(CSC1=NCCS1)Nc1ccc(S(=O)(=O)N2CCCCCC2)cc1	-9	33	-1	-10	-18	-2	7	4	-7
CCC(C)NCC(=O)Nc1sc2c(c1C(N)=O)CCC2 (stereo not drawn)	-15	9	4	3	-12[20 µM]	-4	-9	5	-2
CC(C)c1ccc(C(C(=O)NC2CCCC2)N(C(=O)CNC(=O)c2ccco2)c2cccnc2)cc1 (stereo not drawn)	-5	-10	-4	-12	-1[20 µM]	3	-3	-7	0
COc1ccccc1CNC(=O)C1CCN(S(=O)(=O)N2CC(C)CC(C)C2)CC1 (stereo not drawn)	-10	14	-4	0	-12	1	20	-5	-29
C=CCn1sc(N)c(C(=O)OCC)c1=S	-8	12	-1	9	-9	3	-23	5	2
Cc1cc(-c2ccc(Cl)s2)n[nH]1	-1	31	-1	-8	-14[20 µM]	2	4	-3	1
CCOC(=O)N1CCN(C(=S)Nc2ccc(C)cc2)CC1	-3	-1	-2	-1	-26	1	4	5	-13
CCn1c(C(c2ccccc2)c2ccccc2)n[nH]c1=S	-4	5	-4	-3	-18[20 µM]	8	2	-2	-21
CCOc1cc(CNCCCN2CCOCC2)cc(Br)c1OCc1ccccc1Cl	-21	-13	1	-3	-23	0	-1	-1	1
CCOC(=O)N1CCC(NC(=O)Cc2cn(C)c3ccccc23)CC1	-9	-22	1	-3	-18[20 µM]	3	-1	3	0
O=C1c2ccccc2C(=O)N1CCCc1nc2ccccc2c(=O)n1-c1cccnc1	5	6	-1	-12	-22	-2	-3	2	-21
CCN1c2ccccc2-c2nc3ccccc3n2C1c1cccnc1 (stereo not drawn)	-15	i	3	0	-16	15	-3	5	-10
Cc1cc(C(=O)COC(=O)c2ccc([N+](=O)[O-])o2)c(C)n1CC1CCCO1 (stereo not drawn)	2	-15	-1	3	-17	-3	-10	10	-12
CCc1ccc2[nH]c3nc(SCC(=O)NNC(=O)c4ccc(C(C)(C)C)cc4)nnc3c2c1	1	-38	-2	0	-19[20 µM]	-3	0	0	1
CCOC(=O)c1[nH]c(C)c(C(=O)c2cc(F)ccc2F)c1C	3	19	-1	0	-11[20 µM]	0	-2	1	-5
Cc1cccc(OC(=O)c2sc(Cl)nc2C)c1	6	1	0	-9	-27	5	-14	-5	-9
Cc1ccc(S(=O)(=O)c2c(C)nn(C(C)(C)C)c2OC(=O)c2ccco2)cc1	-15	-1	-1	1	-4	-4	-7	-2	-12
O=C(c1cnsn1)N1CCN(c2ccccc2)CC1	9	15	2	5	-19[20 µM]	-2	6	0	-9
CCCOC(=O)c1ccc(NC(=O)Oc2ccccc2)cc1	-9	-9	0	1	2[20 µM]	-9	0	-1	3

Of the compounds above, these contain a tert-butyl group:
SMILES	p47phox inh	m-calpain inh	Runt-CBFb FRET	RBBP9 inh	Furin inhibitor	Runt-SMMHC FRET	Tb hexokinase	p97 ATPase inh	EBV gp42 block
CCc1ccc2[nH]c3nc(SCC(=O)NNC(=O)c4ccc(C(C)(C)C)cc4)nnc3c2c1	1	-38	-2	0	-19[20 µM]	-3	0	0	1
Cc1ccc(S(=O)(=O)c2c(C)nn(C(C)(C)C)c2OC(=O)c2ccco2)cc1	-15	-1	-1	1	-4	-4	-7	-2	-12

(next part)
SMILES	p47phox inh	m-calpain inh	Runt-CBFb FRET	RBBP9 inh	Furin inhibitor	Runt-SMMHC FRET	Tb hexokinase	p97 ATPase inh	EBV gp42 block
Cc1c(Br)c(C(F)(F)F)nn1CC(=O)NCCCn1ccnc1	1	15	-2	2	-19	0	-2	-3	-12
Cc1ccc2cc(COC(=O)c3ccco3)c(=O)[nH]c2c1	-8	-36	0	-3	-16[20 µM]	0	-18	-4	1
Cc1ccc(S(=O)(=O)N2CCCC(C(=O)NCCC(C)C)C2)cc1 (stereo not drawn)	2	-2	1	-3	-18	-2	-1	2	-11
Cc1c(C(=O)NCc2cccnc2)sc2ncn(CC(=O)N3CCCCC3C)c(=O)c12 (stereo not drawn)	0	9	-2	3	-11[20 µM]	-1	-5	0	-16
CSc1ccc(Cl)c(C(=O)Nc2nccs2)c1	-11	-7	2	0	-17	-2	-4	4	-20
CC(Oc1ccc(Cl)cc1Cl)C(=O)NCCC1=CCCCC1 (stereo not drawn)	-20	33	-2	-1	-15	-6	-2	4	-8
CC(c1ccccc1)N1C(=O)C2C3CCC(C3)C2C1=O (stereo not drawn)	-2	-4	2	-6	-24	-3	-1	5	-16
